HT1080 IDH1KD tx = kills HT-1080 cells with IDH1 knockdown; HT-1080 IDH1 knockdown viability, ATP luminescence, 48 h; Potency, µM (top dose mostly 46.1 µM), inactives show at the highest dose activity, negative = toxicity, most hits filed as cytotoxic; 360,000 tested, 2% active;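 also: 0% = DMSO wells and -100% = cell-free medium wells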
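Cytotoxicity counter-line: IDH1KD HT-1080, 48 h, CellTiter-Glo. Curves classed by r2, magnitude and activity.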
KB-3-1 cytotox = kills parental KB-3-1 adenocarcinoma cells; Potency, µM (series often up to 46.1 µM), without a hit: at the top dose activity change, negative = cytotoxic, most hits filed as cytotoxic; 400,000 tested, 1.4% active; KB-3-1 viability, CellTiter-Glo ATP luminescence, 72 h; also: % is scaled to controls: 0 for no effect and ±100 for the full control effect; nearly all actives have a fitted effect of over 60% in size
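Multi-concentration cytotoxicity screen in KB-3-1 cells grown in DMEM lacking phenol red with 10% FBS. After 72 h at 37 °C with compound, ATP-dependent luminescence was recorded.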
KB-V1 cytotox = KB-V1 MDR subline cytotoxicity. KB-V1 MDR cells viability, CellTiter-Glo, 72 h. Potency, µM (doses to about 46.1 µM), for inactives: at the highest dose activity change, negative = cytotoxicity, actives largely listed as cytotoxic. 400,000 tested, 3.4% active. AID 1347076; also: % is scaled to controls: 0 for no effect and ±100 for the full control effect; nearly all actives have a fitted effect of over 60% in size
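Cytotoxicity via CellTiter-Glo luminescence after 72 h compound exposure at 37 degrees C. Cells: drug-selected KB-V1 line, DMEM phenol-red free plus 10% FBS. Compounds tested at multiple concentrations; normalized data fitted to concentration-effect curves.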
GLP-1R inv ag = GLP-1 receptor (human) inverse agonism | P43220 | HEK293 GLP-1R CRE-luciferase, luminescence, 24 h; GLP-1R form is constitutively active | 410,000 tested, 1.6% active | Potency, µM (series often up to 38.3 µM), inactives show top-dose activity change, negative = inhibition, actives largely listed as inhibitors; also: % is scaled to controls: 0 for no effect and ±100 for the full control effect; nearly all actives have a fitted effect of over 55% in size
Target sequence (P43220 whole entry, looked up): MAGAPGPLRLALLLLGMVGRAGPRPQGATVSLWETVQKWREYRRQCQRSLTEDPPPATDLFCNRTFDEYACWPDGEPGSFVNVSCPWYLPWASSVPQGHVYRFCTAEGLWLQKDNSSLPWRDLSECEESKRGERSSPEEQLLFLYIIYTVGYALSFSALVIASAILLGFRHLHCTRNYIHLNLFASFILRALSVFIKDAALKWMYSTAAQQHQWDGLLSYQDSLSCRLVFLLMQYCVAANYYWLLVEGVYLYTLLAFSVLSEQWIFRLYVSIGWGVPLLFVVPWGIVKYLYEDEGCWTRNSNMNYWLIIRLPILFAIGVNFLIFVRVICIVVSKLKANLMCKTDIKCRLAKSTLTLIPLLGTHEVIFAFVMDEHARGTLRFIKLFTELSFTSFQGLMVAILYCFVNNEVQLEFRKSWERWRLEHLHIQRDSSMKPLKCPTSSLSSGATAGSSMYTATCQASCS
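Inverse agonists were sought by their lowering of basal cAMP reporter luciferase output in HEK293 cells stably carrying constitutively active human GLP-1R, after 24 h compound treatment.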
SW480 rereplic = inducers of DNA re-replication in SW480 colon cancer cells. SW480 DNA re-replication, Hoechst DNA content imaging, 48 h. Potency, µM (series often up to 46.1 µM), for the others: top-dose re-replication activation, hits mostly activators. 340,000 tested, 1.8% active; also: % of control where 0% means no effect; nearly all actives have a fitted effect of over 55% in size
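DNA re-replication was detected as more nuclei of elevated Hoechst intensity after 48 hr exposure to compound (23 nL pinned per well of 250 cells).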
TDP43 rescue = rescues yeast growth from TDP-43 toxicity. TDP-43 expressing yeast growth rescue, BacTiter-Glo, 24 h. Potency, µM (titrated, usually from 46.1 µM), for inactives: at the top dose growth rescue (activation), usual class: activators. 410,000 tested, 1.8% active; also: % of control where 0% means no effect; nearly all actives have a fitted effect of over 50% in size
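Cell-based yeast growth screen: TDP-43 expression induced in galactose, inoculum OD600=0.02 after raffinose pregrowth to mid-log. Read-out BacTiter-Glo luminescence at 24 hr, 30 deg C; inhibition of toxicity seen as signal increase.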
HT1080NT lethal = kills 2HG-producing HT-1080-NT fibrosarcoma cells; HT-1080-NT fibrosarcoma viability, CellTiter-Glo ATP luminescence, 48 h; Potency, µM (highest dose often 46.1 µM), for inactives: at the top dose activity, negative = less viability, actives largely listed as cytotoxic; 360,000 tested, 1.6% active;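 also: NT is the 2HG producing partner of a matched IDH1 knockdown line; 0% = DMSO-treated cells and -100% = media-only wells without cells; nearly all actives have a fitted effect of over 55% in size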
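Viability by CellTiter-Glo luminescence after 48 h compound exposure at 37C of HT-1080-NT cells (750/well, RPMI, 5% FBS). % activity scaled between DMSO wells and medium-only wells, then curve-fitted and categorized by curve class.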
GLP-1R agonist = agonists of human GLP-1 receptor; P43220; 380,000 tested, 0.007% active; Potency, µM (highest dose often 45.6 µM), without a hit: at the highest dose activation, hits mostly activators; HEK293 GLP-1R CRE-luciferase, luminescence, 4-6 h; cells express a hypersensitive GLP-1R form; also: % of control where 0% means no effect
GLP1R cytotox = cytotoxicity counter-screen for GLP-1 receptor inverse agonists; HEK293 cAMP-luciferase reporter cells, luminescence, 24 h; Potency, µM (top dose mostly 38.3 µM), without a hit: top-dose activity change, negative = inhibition, most hits filed as inhibitors; 410,000 tested, 0.13% active; AID 624418;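 also: loss of luciferase light is scored as toxicity; % is scaled to controls: 0 for no effect and ±100 for the full control effect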
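Step one: seed cells (200 cells/uL, DMEM with 10% Nu serum, 1% pen-strep). Step two: 12-hour incubation at 37 deg C. Step three: pin 23 nL compound, incubate 24 hr. Step four: add luciferase reagent, read luminescence 12 min later.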
* marks the source's active call; other numbers are inactive results; ? = inconclusive; . = not tested or not shown; [ ] = remark or other dose. Calls follow the shape of the dose curve; as a rule, active = well fitted curve in the direction sought with a large enough effect; inconclusive = small, poorly fitted or top-dose-only effect, or another doubt; inactive = no such curve, though single readings can be large; an effect the other way counts as inactive or inconclusive. Potency is read from the fitted curve at half-maximal effect. Compounds as they come; any-hit rate near 9.4%.

SMILES,HT1080 IDH1KD tx,KB-3-1 cytotox,KB-V1 cytotox,GLP-1R inv ag,SW480 rereplic,TDP43 rescue,HT1080NT lethal,GLP-1R agonist,GLP1R cytotox
Cc1c(CCO)c(=O)n(-c2ccccc2)n1S(=O)(=O)c1ccc(F)cc1,-14.4%,7.1%,-6.3%,-9.4%,7.0%,-2.4%,-0.4%,-3.4%,1.5%
CCCN(CCC)C(=O)c1ccc2c(c1)S(=O)(=O)c1ccccc1C2=O,0.7%,-2.5%,-3.9%,35.2%[activator],-1.5%,10.9%,2.5%,4.7%,2.5%
CC(C)COC(=O)N1C[C@H](O)C[C@H]1C(=O)Nc1ccc(Cl)cc1,4.8%,12.6%,16.5%,30.9%[activator],-0.9%,4.1%,-0.1%,0.7%,5.4%
C[C@H](NC(=O)c1ccccc1Cl)C(=O)OCC(=O)NNC(=O)c1cccs1,-0.3%,9.5%,1.0%,3.5%,-0.5%,-4.0%,-12.3%,1.4%,2.2%
CCc1ccc(NC(=O)C(C)OC(=O)Cc2cc(OC)c(OC)c(OC)c2)cc1 (centres undefined),-1.4%,8.2%,-23.0%,-29.9%,0.0%,28.6%,-2.9%,7.1%,2.0%
O=C(NCCCN1CCCC1=O)c1cc(S(=O)(=O)N2CCN(c3ccccc3)CC2)ccc1Cl,6.5%,4.6%,?,-1.2%,-3.8%,10.9%,3.1%,13.1%,0.2%
COc1ccc(OC)c(NC(=O)c2ccc3c(c2)C(=O)N(CC2CCCO2)C3=O)c1 (centres undefined),19.8%,15.7%,17.7%,0.3%,-9.4%,-18.8%,12.1%,7.9%,1.7%
CC(=O)Nc1cccc(C(=O)Nc2ccc(S(=O)(=O)NC3=NCCCCC3)cc2)c1,6.2%,?,0.0%,4.8%,2.1%,14.9%,2.6%,-2.2%,11.0%
Cc1ccc(NC(=O)Cn2nc(C)c([N+](=O)[O-])c2C)cc1C,-12.6%,0.2%,4.7%,-11.6%,1.9%[1.84 µM],.,0.2%,-2.7%,-7.0%
COC(=O)c1sccc1Oc1ccc(Cl)cc1N1C(=O)CCC1=O,19.5%,2.0%,-5.3%,-17.3%,-12.1%,-3.1%,19.1%,-1.0%,-4.3%
O=C(O)c1cccc(S(=O)(=O)Nc2ccccc2N2CCOCC2)c1,-4.1%,4.2%,-18.5%,6.3%,3.8%,1.8%,0.0%,0.6%,2.7%
O=C(CNC(=O)[C@@H]1Cc2ccccc2CN1)NCc1ccco1,0.0%,-1.2%,0.0%,-1.3%,-8.7%,-0.4%,-0.1%,-7.2%,-11.9%
COc1ccccc1CNC(=O)CN(C)S(=O)(=O)c1ccc(F)cc1,6.1%,0.2%,-16.5%,2.2%,-0.8%,-23.1%,5.3%,11.2%,3.5%
O=C(Cc1cccs1)NCc1cc(Cl)cc(Cl)c1,-3.6%,-0.7%,10.7%,?,-3.2%,16.6%,-6.1%,12.8%,1.9%
CC1(CCCN2C(=O)c3ccccc3C2=O)OCCO1,21.1%,7.5%,4.1%,6.5%,-16.6%,-5.8%,16.7%,2.9%,3.7%
COc1cccc(-c2nc(SCC(=O)NC3CCCC3)c(-c3ccccc3)[nH]2)c1,.,-2.5%,16.1%,?,.,13.4%,.,.,-8.3%
COc1ccc(NC(=O)CN(C)C(=O)c2cnc(Cl)c(Cl)c2)cc1,7.8%,4.8%,0.8%,-0.6%,3.6%,-3.4%,0.0%,12.3%,-4.5%
COc1ccc(OC)c(S(=O)(=O)N2CCN(CC(O)COc3ccc(C#N)cc3)CC2)c1 (centres undefined),-0.6%,-21.8%,?,-17.8%,2.0%,-36.4%[inhibitor],-5.7%,5.0%,6.4%
CNS(=O)(=O)c1cccc(C(=O)OCC(=O)C23CC4CC(CC(C4)C2)C3)c1,-26.7%,3.4%,-7.0%,?,1.6%[9.22 µM],-15.1%,-22.5%,0.3%,12.6%
CN(C)S(=O)(=O)c1ccc(S(=O)(=O)N(CC(=O)Nc2ccccc2)CC2CCCO2)cc1 (centres undefined),5.3%,-8.1%,7.8%,11.6%,-3.2%,15.8%,-0.7%,-5.1%,-7.5%
CC1=NN(C(=O)COc2cc(C)ccc2C(C)C)C(O)(c2ccccc2)C1 (centres undefined),?,-1.6%,?,?,12.1%,6.9%,?,10.4%,?
CCOC(=O)Cn1c(=O)oc2cc(S(=O)(=O)N(C)Cc3ccco3)ccc21,1.9%,0.0%,?,7.9%,-6.0%,?,18.5%,-0.1%,-21.2%
CCOC(=O)C(=O)Nc1nnc(Cc2ccc(OC)c(OC)c2)s1,7.7%,9.3%,11.6%,6.5%,-8.3%,12.1%,6.6%,-1.0%,-0.2%
CCOc1ccc2oc(C(=O)NC(C)(C)CC)c(C)c2c1,-4.5%,-0.6%,?,?,-0.9%,21.0%,0.3%,9.5%,20.0%
CCN(CC)c1ccc(-n2c(C)cc(C=O)c2C)cc1,-20.3%,-27.4%,-10.0%,?,-2.0%,-9.1%,-20.9%,2.7%,-22.2%
COCCNC(=O)/C(C#N)=C/c1cc(C)n(C2CCCCC2)c1C,-0.2%,0.8%,?,?,3.3%,?,-17.7%,6.1%,-26.9%
C=CCNc1nnc(SC2CC(=O)N(c3ccc(OC)cc3)C2=O)s1 (centres undefined),?,-17.6%,-13.3%,0.0%,6.7%,5.7%,?,-8.2%,5.9%
CSc1ccc(CNC(=O)C2(C)CCCN2CC(C)C)cc1 (centres undefined),11.9%,0.0%,-1.2%,-15.5%,.,17.3%,-2.1%,12.4%,0.0%
Cc1ccc(C)c(NC(=O)CSc2nnc(-c3n[nH]c4ccccc34)o2)c1,6.6%,?,-8.2%,-10.5%,-2.4%,-1.6%,12.1%,-2.5%,-1.3%
COc1ccc(/C=N/NC(=O)c2cccc(Br)c2)cc1CSc1ccccn1,7.0%,?,11.6µM*,?,?,10.0%,4.7%,-8.8%,-23.2%
O=c1c2ccccc2nc(/C=C/c2ccc(Br)cc2)n1CCCO,?,0.0%,?,?,26.2%,?,-27.6%,-4.4%,9.9%
CCOC(=O)c1c(C)[nH]c(C)c1S(=O)(=O)NCC(=O)NCc1ccccc1Cl,.,4.1%,8.3%,-13.6%,.,5.1%,.,.,5.6%
CC(C)c1ccccc1NC(=O)c1cccc(NC(=O)c2ccccc2)c1,-15.0%,?,-13.6%,10µM*,10.0%,6.9%,-10.7%,1.0%,-13.2%
Cc1cc2nccc(-c3ccc(F)cc3)n2n1,-1.4%,-3.3%,-0.2%,15.3%,-5.5%,?,-0.4%,12.4%,-3.8%
CC(C)c1ccc2oc(-c3cccc(NC(=O)c4ccc5c(c4)OCCO5)c3)nc2c1,.,0.0%,-3.5%,-11.0%,.,23.7%,.,.,19.0%
Cc1sc2ncnc(NCC(c3ccccc3)N(C)C)c2c1C (centres undefined),-14.1%,17.4%,-7.4%,?,-3.3%,-3.9%,-27.2%,25.5%,9.6%
N#Cc1ccc(OCC(=O)N/N=C/C2CC=CCC2)cc1 (centres undefined),-8.3%,-19.6%,-0.6%,2.8%,-34.5%[inhibitor],19.2%,-7.5%,-5.1%,9.1%
COc1ccc(NC(=O)c2oc3ccccc3c2NC(=O)c2cc(C)cc(C)c2)c(OC)c1,.,11.4%,0.0%,-6.3%,.,6.5%,.,-1.4%,2.9%
O=C(COC(=O)c1ccc(Cl)c(S(=O)(=O)N2CCCCC2)c1)NCC1CCCO1 (centres undefined),7.6%,-8.8%,?,10.5%,-0.5%,-0.9%,11.8%,-5.0%,7.5%
NS(=O)(=O)c1ccc(NC(=O)COC(=O)COc2ccccc2)cc1,3.3%,1.6%,?,6.6%,-2.6%,0.8%,-8.7%,-2.7%,2.4%
COc1ccc(-c2cc(-c3ccc(N)cc3)nc(N)c2C#N)cc1OC,-22.1%,-5.6%,-13.4%,-3.5%,23.1µM*,28.6%,2.9%,?,294.5%[activator]
CCC(=O)Nc1ccc2c(c1)N(C(C)=O)c1ccccc1CC2,20.0%,-5.8%,1.1%,-15.3%,-13.1%,-0.8%,2.0%,4.9%,-2.7%
COc1ccccc1CCNC(=O)C(=O)NCC1OCCN1S(=O)(=O)c1ccc([N+](=O)[O-])cc1 (centres undefined),-3.0%,0.6%,-29.7%,?,?,-6.1%,-1.4%,0.2%,0.9%

An excerpt from above, reduced to GLP-1R agonist and KB-V1 cytotox.
| mol | GLP-1R agonist | KB-V1 cytotox |
| --- | --- | --- |
| CC(C)c1ccc2oc(-c3cccc(NC(=O)c4ccc5c(c4)OCCO5)c3)nc2c1 | . | -3.5% |
| Cc1sc2ncnc(NCC(c3ccccc3)N(C)C)c2c1C (centres undefined) | 25.5% | -7.4% |
| N#Cc1ccc(OCC(=O)N/N=C/C2CC=CCC2)cc1 (centres undefined) | -5.1% | -0.6% |
| COc1ccc(NC(=O)c2oc3ccccc3c2NC(=O)c2cc(C)cc(C)c2)c(OC)c1 | -1.4% | 0.0% |

High-throughput results from PubChem.
